Compound activity: PubChem, National Center for Advancing Translational Sciences (NCATS)
TSHR antagonist = antagonists of human thyroid stimulating hormone receptor. P16473. TSHR-expressing cells, TSH-stimulated cAMP HTRF, 2 h; stronger effect = lower value. AID 504810. activity change, negative = inhibition, % at 11.5 µM. 330,000 compounds, 0.2% hits;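 active means activity change below a set negative limit, meaning inhibition stronger than a set level, cut at about -70% in these data; inconclusive means activity change between two set negative limits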; further: on the % scale 0 is the no-effect control and ±100 the full control effect
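Competitive HTRF cAMP read-out (cryptate anti-cAMP antibody, cAMP-d2; 30 min, room temperature) in freshly harvested TSHR cells. Compounds added before TSH at EC80 (4nM final), followed by 2 hours' incubation at 37 deg C.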
hERG WT inh = KCNH2 (human, wildtype) channel inhibition; Q12809; U2OS, BacMam KCNH2, thallium flux FluxOr; stronger effect = lower value; activity change, % at 1.84 µM; 340,000 compounds, 0.37% hits; AID 720551;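 active means maximum activity change below -70%; inconclusive means maximum activity change between -70% and -50%; inactive means maximum activity change above -50%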; further: on the % scale 0 is the no-effect control and ±100 the full control effect
Target sequence (Q12809 whole entry, looked up): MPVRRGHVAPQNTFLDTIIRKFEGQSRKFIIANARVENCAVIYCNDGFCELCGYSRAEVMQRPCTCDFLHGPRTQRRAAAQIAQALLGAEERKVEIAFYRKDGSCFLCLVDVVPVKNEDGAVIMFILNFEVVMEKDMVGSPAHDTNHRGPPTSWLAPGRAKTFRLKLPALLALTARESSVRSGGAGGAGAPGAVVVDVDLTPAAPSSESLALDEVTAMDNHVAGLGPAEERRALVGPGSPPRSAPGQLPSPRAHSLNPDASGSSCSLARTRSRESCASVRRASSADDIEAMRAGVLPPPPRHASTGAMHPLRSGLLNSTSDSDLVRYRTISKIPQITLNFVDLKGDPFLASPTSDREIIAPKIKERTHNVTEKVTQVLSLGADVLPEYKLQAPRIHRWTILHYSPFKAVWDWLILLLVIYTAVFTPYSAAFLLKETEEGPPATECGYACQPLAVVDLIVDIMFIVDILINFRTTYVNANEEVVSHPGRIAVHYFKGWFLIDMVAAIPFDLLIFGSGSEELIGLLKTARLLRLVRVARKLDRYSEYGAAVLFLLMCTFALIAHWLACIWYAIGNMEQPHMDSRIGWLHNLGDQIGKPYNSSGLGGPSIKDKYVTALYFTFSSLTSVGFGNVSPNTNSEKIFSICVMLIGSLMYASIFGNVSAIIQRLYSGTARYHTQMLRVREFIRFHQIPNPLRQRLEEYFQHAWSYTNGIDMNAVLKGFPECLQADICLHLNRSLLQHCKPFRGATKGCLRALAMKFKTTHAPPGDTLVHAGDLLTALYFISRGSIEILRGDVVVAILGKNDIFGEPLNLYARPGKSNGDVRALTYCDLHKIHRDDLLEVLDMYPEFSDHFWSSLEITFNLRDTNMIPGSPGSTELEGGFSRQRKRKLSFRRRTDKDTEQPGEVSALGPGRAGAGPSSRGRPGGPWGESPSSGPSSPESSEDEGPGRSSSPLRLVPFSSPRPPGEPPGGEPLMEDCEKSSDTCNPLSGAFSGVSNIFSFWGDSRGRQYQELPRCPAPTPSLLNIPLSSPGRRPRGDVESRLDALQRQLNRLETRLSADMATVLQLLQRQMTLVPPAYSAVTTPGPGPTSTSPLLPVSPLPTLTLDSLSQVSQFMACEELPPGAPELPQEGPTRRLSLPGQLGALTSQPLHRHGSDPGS
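U2OS cells were transduced with wild-type KCNH2 virus (2.03 x 10^8 / mL) for 4 h at room temperature, then cultured overnight at 37 C. Thallium flux was read with FluxOr dye. Rate constants were normalized to DMSO controls.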
TCR act = activates T cell receptor signaling. primary human leukocytes, anti-CD3, IL-2 HTRF, 48 h. Potency, µM (titrated, usually from 9.22 µM), inactives show at the top dose activation of IL-2 secretion, hits mostly activators. 330,000 tested, under 10 active; further: % of control where 0% means no effect
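Primary human leukocytes receive a-CD3 beads and test compound and are incubated 48 hr. Secreted IL-2 is then assayed by HTRF, measuring 665nm acceptor emission after 320nm excitation of the europium donor.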
BCR signal inh = chronic active BCR signaling inhibition | ABC-DLBCL IkBa-CBG/CBR reporter, luminescence ratio, 4 h | Potency, µM (highest dose often 46.1 µM), inactives show top-dose ratio change, negative = lower green/red ratio, most hits filed as inhibitors | 340,000 compounds, 0.05% hits; active means well fitted inhibition curve with a large enough effect in the signal ratio, with a control signal flat, not every such curve was filed as active; inconclusive means small, poorly fitted or top-dose-only effect, or effect the other way, or a change in a side signal; the % refers to the signal ratio;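 further: potency means the concentration at half of the fitted maximal effect; plate controls were basal doxycycline-induced cells for no effect and cells given 10 µM MG132 for full effect; MG132 reads +100%, hits lower the ratio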
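Cell line TMD8 (human ABC DLBCL), stably expressing tet-inducible CBG68-IkBa fusion and CBR; IMDM/0.5% FBS; cpd up to 46 uM; dox induction, 4 h, 37C/5% CO2; dual luminescence; green/red ratio; MG132 control.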
Coupling enz = inhibits coupling enzyme system, counter-screen for aldolase hits; coupling enzyme system counterscreen, AmpLite Red fluorescence; activity change, negative = inhibition, % at 58.2 µM, hits read low; 290,000 compounds, 0.67% hits; AID 2472; in the data active means activity change below about -30%; further: on the % scale 0 is the no-effect control and ±100 the full control effect
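First, compound is pin-transferred into glyceraldehyde-3-phosphate coupling-enzyme reagent at 57.5 uM final and held 10 min at RT. Next, substrate, coupling system and AmpLite Red are added. After 20 min RT, fluorescence (525/598 nm) is read.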
Giardia kill = Giardia lamblia killing; 340,000 compounds, 0.15% hits; activity change, % at 7.66 µM, hits read low; AID 540267; Giardia lamblia trophozoite viability; in the data active means activity change below about -80%; inconclusive means between about -30% and that limit;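 further: parasites exposed to compound for two days anaerobically before the ATP read; on the % scale 0 is the no-effect control and ±100 the full control effect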
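ATP-content bioluminescence gauges trophozoite survival. Cells (100/well) receive compound and incubate anaerobically for 48 hrs at 37 deg C; detection reagent follows for 15-30 min at room temperature.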
Tb PFK block = blocks T. brucei phosphofructokinase; O15648; Potency, µM (top dose mostly 57.5 µM), inactives show at the highest dose activity, negative = inhibition, most hits filed as inhibitors; 330,000 compounds, 0.17% hits; T. brucei PFK, ADP-Glo luminescence;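 further: potency means the concentration at half of the fitted maximal effect; 0% = uninhibited 1x PFK enzyme wells and -100% = no-enzyme wells; nearly all actives have a fitted effect of over 60% in size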
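Activity is normalized to no-enzyme wells (full inhibition) and 1.25 nM enzyme wells (no inhibition). Reaction: 0.5 mM F6P, 0.1 mM ATP, 45 min RT, ADP-Glo luminescence; concentration-response curves fitted and classed by quality.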
AT treatment = potential ataxia-telangiectasia treatment; […] A-T fibroblasts, KAP-1 phosphorylation AlphaLISA; neocarzinostatin DNA damage 30 min before lysis; Potency, µM (series often up to 57.5 µM), without a hit: at the highest dose activation, hits mostly activators; 320,000 compounds, 0.19% hits; AID 485349; further: potency means the concentration at half of the fitted maximal effect; % of control where 0% means no effect; nearly all actives have a fitted effect of over 45% in size
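hTERT-immortalized A-T patient fibroblasts ([…]), 500 cells/well in OPTI-MEM, 1% FBS, got compounds for 60 min, then NCS for 30 min at 37C. Lysates were then assayed for phospho-KAP-1 by AlphaLISA (anti-pKAP1 donor, anti-KAP1 acceptor beads), 6 hr at 25C.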
GALK inhibitor = inhibitors of human galactokinase | P51570 | Purified GALK, Kinase-Glo residual ATP luminescence | Potency, µM (highest dose often 57.5 µM), without a hit: at the top dose activity change, negative = inhibition, actives largely listed as inhibitors | 270,000 compounds, 0.007% hits | AID 1868; further: potency means the concentration at half of the fitted maximal effect; on the % scale 0 is the no-effect control and ±100 the full control effect
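Kinase-Glo Plus luminescence measured ATP left after a 1 h room-temperature reaction. The reaction used 5 nM GALK, 100 uM galactose and 35 uM ATP at pH 8.0 (20 mM HEPES, 5 mM MgCl2, 60 mM NaCl, 1 mM DTT, 0.01% BSA).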
CXXC DNA block = blocks binding of human MLL CXXC domain to DNA. Q03164. MLL-CXXC / FITC-HOXA9 DNA fluorescence polarization. Potency, µM (doses to about 115 µM), inactives show at the top dose activity change, negative = inhibition, hits mostly inhibitors. 290,000 compounds, 0.037% hits. AID 2662; active means well fitted inhibition curve with a large enough effect in the polarisation, with a control signal flat, not every such curve was filed as active; inconclusive means small, poorly fitted or top-dose-only effect, or effect the other way, or a change in a side signal; inactive means no such curve, though single readings can be large or run the other way; the % refers to the polarisation; further: potency means the concentration at half of the fitted maximal effect
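Purified MLL-CXXC (added from a 7 uM solution) was preincubated 5 min at ambient with pinned compounds in 50 mM Tris-HCl pH 7.5, 50 mM NaCl, 1 mM DTT, 0.05% BSA. Fluorescein-labeled HOX-A9 DNA (50 nM solution) followed, 30 min, then polarization read.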
Numbers without * were called inactive; i = inactive; ? = inconclusive; . = not tested or not shown; & = joins results of further samples; [ ] = dose if it differs, or a comment. Unless noted, the call rests on the fitted dose curve; in most records, active means well fitted curve in the direction sought with a large enough effect; inconclusive means small, poorly fitted or top-dose-only effect, or another doubt; inactive means no such curve, though single readings can be large; an effect the other way counts as inactive or inconclusive.

SMILES	TSHR antagonist	hERG WT inh	TCR act	BCR signal inh	Coupling enz	Giardia kill	Tb PFK block	AT treatment	GALK inhibitor	CXXC DNA block
CCN1CCN(c2c(C(=O)c3ccc(OC)cc3)cnc3ccccc23)CC1	2.3	9.4	-7.2%	3.2%	2.1	2.9	1.7%	16.0%	-0.4%	-0.9%
CCCCNC(=O)C1CCCN1S(=O)(=O)c1cccc2nsnc12 (stereo not drawn)	8.5	1.2	3.3%	-1.2%	2.9	-9.5	0.4%	?	-0.3%	11.9%
O=C(NNC(=O)c1ccccc1Cl)c1ccco1	-8.6	-5.6	5.3%	-3.8%	-1.6	10.6	-3.5%	7.0%	-1.3%	4.6%
O=C(N1CCN(c2ccccc2)CC1)C(F)(F)C(F)F	-4.5	-16.7	2.7%	5.1%	7.4	-5.3	0.2%	.	1.5%	-6.0%
CCN(CC)S(=O)(=O)c1cccc(C(=O)N[C@H](C(=O)O)C(C)C)c1	13.4	-170.4*	0.0%	?	-0.9	19.1	-2.2%	.	1.9%	-3.6%
COc1ccc([C@H]2CC(=O)C=C(c3ccc(C(=O)O)cc3)C2)cc1OC	-0.6	0.4	-1.4%	-5.1%	.	19.5	3.5%	-15.9%	.	.
Cc1cnnc2c1-c1nonc1CC2	21.3	-27.9	0.0%	4.9%	-1.7	-4.3	3.0%	5.5%	-1.2%	2.3%
O=C(c1cccc(O)c1)N1CCN(C(=O)C2CC2)CC1	.	-18.1	5.7%	1.4%	.	-5.6	13.7%	23.5%	.	.
Cc1nn(C)c(N)c1-c1ccccc1	5.2	0.6	9.1%	11.1%	3.9	23.9	-0.3%	-0.6%	0.8%	6.0%
CC1(C)SC(=S)N(Cc2ccc3c(c2)OCO3)C1N(O)C(=O)NC1CCCCC1 (stereo not drawn)	-6.9	-8.2	6.7%	?	-1.8	-11.9	4.3%	0.5%	-1.4%	4.9%
CC(=O)N(c1ccc(C)cc1)c1nc(C)cc(C)c1C#N	1.4	5.4	8.4%	?	3.8	27.6	0.5%	23.1%	-2.6%	-1.5%
O=C1NCCCC2c3c(cc(Br)c(O)c3Br)OC12N1CCCCC1 (stereo not drawn)	6.2	2.8	4.2%	?	-0.8	-11.9	-19.5%	-2.7%	-0.4%	19.7%
COC(=O)C1=C(C)NC(=S)NC1c1ccc(-c2ccccc2C(=O)OC)o1 (stereo not drawn)	6.2	-0.1	-4.2%	3.5%	-1.2	20.9	-9.8%	-0.6%	0.6%	10.5%
Nc1ccc(Cl)cc1/C(=N/O)c1ccccc1	-0.5	3.5	1.6%	-0.6%	1.5	32.1[activator]	-10.1%	-0.8%	1.3%	-0.8%
Cc1cc(C)nc(NCCCc2ccccc2)n1	-3.7	-11.9	1.5%[46.1 µM]	-8.7%	-0.3	-8.9	5.0%	1.6%	-1.5%	-1.0%
COc1ccc(C(=O)Nc2ccnn2C2CCN(C(=O)c3cc(C)on3)CC2)cc1	-9.2	6.4	0.6%	12.2%	.	-8.1	2.8%	-1.4%	2.2%	5.3%
CCCC[C@@H]1CNC(=O)C(=O)N1CC(C)(C)C	3.4	1.7	1.7%	0.5%	2.0	11.6	-10.7%	9.1%	-0.4%	-5.5%
COc1cc(C)c(Cl)cc1S(=O)(=O)n1cnc(C)c1	3.2	2.7	2.4%	-23.6%	1.9	-10.8	-4.8%	-1.2%	2.8%	9.3%
COc1ccc(NC(=O)c2ccc(NC(=O)C(C)C)cc2)c([N+](=O)[O-])c1	3.1	2.3	1.4%[46.1 µM]	1.6%	-1.0	-8.3	1.6%	3.5%	0.1%	19.5%
O=C(NCCCN1CCN(Cc2ccccc2)CC1)C1CCN(c2nnc(-n3cccc3)s2)CC1	-3.2	13.1	-1.9%	-2.3%	2.4	7.4	3.9%	2.6%	4.1%	0.2%
COc1ccc(Oc2nc(C)cc(C)c2S(=O)(=O)c2ccc(C)cc2)cc1	0.5	-16.5	0.6%	-1.2%	0.0	-12.6	5.1%	-6.1%	.	-12.3%
O=C(NN1CCOCC1)c1cc(-c2ccc(Br)cc2)nc2ccccc12	16.4	12.9	1.6%[46.1 µM]	-7.1%	1.7	-1.6	-1.0%	6.4%	0.0%	0.9%
Cc1noc(C)c1CCC(=O)N1CCCC(CO)(Cc2ccccc2)C1 (stereo not drawn)	-8.9	-2.7	0.2%	5.9%	-0.1	-1.8	-9.8%	0.0%	2.5%	3.1%
NC(=O)c1ccc(NC(=O)CN2C(=O)NC3(CCCCCCC3)C2=O)cc1	3.8	3.2	-4.0%[46.1 µM]	-3.2%	.	2.6	0.0%	-4.9%	.	.
CC(C)CCNC(=O)c1ccc2c(c1)N(C)C(=O)c1ccccc1S2	-4.0	3.1	1.6%	?	-0.7	-3.5	-5.9%	-2.8%	1.9%	6.6%
Cc1onc(-c2ccccc2Cl)c1C(=O)OCC(=O)N1CCN(c2ccccc2)CC1	-4.7	-2.5	1.3%	2.8%	.	-3.5	5.8%	9.3%	.	.
COc1ccccc1C(=O)NNC(=O)c1cccc(O)c1	1.2	-8.1	-10.3%	?	0.8	-24.6	0.8%	-0.5%	-0.5%	-1.2%
Cc1ccc(/C=[N+](\[O-])c2ccccc2C)o1	0.0	4.8	-2.0%	1.7%	-2.8	-9.0	-2.9%	-9.9%	2.2%	1.3%
CCN(CC(=O)NCc1cccs1)S(=O)(=O)c1ccc([N+](=O)[O-])cc1	-7.9	14.2	-4.2%	4.5%	1.1	-6.4	6.6%	4.2%	-1.3%	1.6%
CCOC(=O)c1ccc(NC(=O)Cn2c(-c3nonc3N)nc3ccccc32)cc1	-5.9	.	7.6%	-0.8%	2.3	?	0.3%	1.0%	1.5%	21.5%
CCCCN(C(=O)COc1ccc(NC(C)=O)cc1)C1CCS(=O)(=O)C1 (stereo not drawn)	1.5	8.3	7.3%	7.6%	-3.0	-5.6	-0.5%	7.7%	-1.2%	0.6%
Cc1cccc(NCc2cc(Cl)ccc2O)n1	-12.9	-11.9	0.7%[46.1 µM]	0.4%	2.2	3.3	-6.7%	.	4.8%	7.4%
Cc1cc(N2CCN(C)CC2)nc2ccc(NC(=O)CCC(=O)NCc3ccco3)cc12	-8.8	0.2	-3.5%	-9.4%	-0.4	-6.5	4.0%	-5.1%	2.6%	1.0%
CCOC(=O)c1oc2cc(O)cc(C)c2c(=O)c1-c1cscn1	4.3	5.4	0.0%	?	-0.3	-4.0	-1.9%	-5.4%	0.4%	8.6%
O=C(N/N=C/c1cccnc1)c1ccc(F)cc1	-8.4	-1.1	-3.9%	-2.6%	-0.7	-7.3	-1.5%	17.1%	.	0.3%
COc1ccccc1C(=O)Nc1nc2cc3c(cc2s1)OCCO3	-16.7	35.9	-4.8%	?	1.0	?	1.3%	8.2%	10.5%	4.3%
Cn1cccc1C(C#N)c1ncc(C(F)(F)F)cc1Cl (stereo not drawn)	-12.9	i	-4.7%	?	-1.5	13.4	3.2%	-6.9%	1.2%	-0.8%
COc1ccc(Cc2c(O)nc(SCC(=O)NC34CC5CC(CC(C5)C3)C4)[nH]c2=O)cc1	-3.7&-3.6	-8.0&-6.0	-2.7%&-2.5%	12.3%&8.8%	9.2&11.9	16.9&22.5	-5.6%&-1.0%	5.2%&-5.3%	-2.0%&12.7%	?
CC(C)(C)C(=O)N1CCC[C@@]1(CO)C(=O)O	8.7	-2.0	7.2%[46.1 µM]	5.7%	-1.2	-16.3	-0.6%	-6.3%	1.1%	7.4%
CCOc1cc(-c2sc(Nc3ccccc3)n[n+]2-c2ccc(F)cc2)ccc1OC	5.3	1.0	12.6%	0.9%	1.2	48.8[activator]	-7.4%	0.7%	.	-2.9%
COc1ccccc1-c1nc(C(=O)NCC2CCCO2)cc2c1[nH]c1ccccc12 (stereo not drawn)	-13.3	-17.8	-1.0%	?	-8.4	10.0	-5.0%	1.9%	.	21.8%
O=C(NCCNc1ccc([N+](=O)[O-])cc1)c1ccccc1F	16.0	5.5	0.9%	1.1%	1.4	7.1	-7.4%	3.2%	-3.3%	-7.7%
